Screens from PubChem.
DRD3 antagonist – blocks the human D3 dopamine receptor; P35462; D3R cells, DiscoveRx beta-arrestin luminescence, antagonist mode; hits give low values; max response, negative = inhibition, %; 2.5% of 360,000 active; AID 652054; in the data active means max response below about -50%; inconclusive means no clear call, values can overlap the other calls; further: on the % scale 0 is the no-effect control and ±100 the full control effect; mostly tested at two doses, the higher about 12 µM
Target sequence (P35462 whole entry, looked up): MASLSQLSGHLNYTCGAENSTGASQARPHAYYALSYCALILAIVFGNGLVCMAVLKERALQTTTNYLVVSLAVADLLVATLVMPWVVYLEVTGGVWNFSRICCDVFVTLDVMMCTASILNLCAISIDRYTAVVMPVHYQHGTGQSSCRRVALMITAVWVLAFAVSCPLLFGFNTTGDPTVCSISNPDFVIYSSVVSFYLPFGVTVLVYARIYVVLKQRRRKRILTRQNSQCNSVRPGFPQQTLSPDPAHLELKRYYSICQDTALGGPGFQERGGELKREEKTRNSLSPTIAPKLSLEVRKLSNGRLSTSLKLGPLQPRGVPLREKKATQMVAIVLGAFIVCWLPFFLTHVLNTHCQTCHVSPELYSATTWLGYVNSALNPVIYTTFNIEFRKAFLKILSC
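Cells expressing the human receptor were seeded at 1500 cells/well, incubated overnight at 37 degrees C in 5% CO2, then exposed to library compounds with dopamine controls for 90 minutes at 37 degrees C before luminescent detection.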
PI5P4K alpha inh – blocks human PI5P4K alpha kinase activity | P48426 | PI5P4Kalpha enzyme, ADP-Glo luminescence, 60 min; hits give low values | max response, % | 1.2% of 330,000 active | AID 652105; active means max response of -50% or lower; inconclusive means between -30% and -50%; inactive means -30% or higher; further: value at the top dose of about 77 µM; on the % scale 0 is the no-effect control and ±100 the full control effect
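qHTS, 1536-well: enzyme/substrate mix, compound by pin tool, 5 microM ATP final; RT 60 min; ADP-Glo reagents 1 (45 min) then 2 (30 min); luminescence.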
HEK293 tox – cytotoxic in the GLP-1 receptor inverse agonist counter-screen. HEK293 cAMP-luciferase reporter cells, luminescence, 24 h. Potency, µM (highest dose often 38.3 µM), for inactives: top-dose activity change, negative = inhibition, hits mostly inhibitors. 0.13% of 410,000 active;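 further: loss of luciferase light is scored as toxicity; potency means the concentration at half of the fitted maximal effect; on the % scale 0 is the no-effect control and ±100 the full control effect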
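A 23 nL compound transfer followed 12 hours of cell culture at 37 deg C; exposure then lasted 24 hr. Luciferase assay detection reagent was dispensed and plates read for luminescence after a 12 min room-temperature wait.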
GLP-1R inv ag – GLP-1 receptor (human) inverse agonism; P43220; HEK293 GLP-1R CRE-luciferase, luminescence, 24 h; GLP-1R form is constitutively active; Potency, µM (series often up to 38.3 µM), without a hit: at the top dose activity change, negative = inhibition, actives largely listed as inhibitors; 1.6% of 410,000 active; AID 624417; further: potency means the concentration at half of the fitted maximal effect; on the % scale 0 is the no-effect control and ±100 the full control effect; nearly all actives have a fitted effect of over 55% in size
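Seeding at 200 cells/uL, 12 h culture, 24 hr compound treatment, then luciferase reagent and a luminescence read; cells are HEK293 stably expressing a constitutively active GLP-1R plus cAMP-responsive luciferase.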
PLK1 PBD block – PLK1 (human) polo-box domain binding inhibition. Plk1 PBD binding of FITC phosphopeptide, fluorescence polarization. AID 720504. 2.8% of 360,000 active. Potency, µM, for inactives: max response, negative = inhibition, most hits filed as inhibitors. P53350; further: potency means the concentration at half of the fitted maximal effect; series mostly up to about 57 µM; on the % scale 0 is the no-effect control and ±100 the full control effect; nearly all actives have a fitted effect of over 65% in size
Target sequence (P53350 whole entry, looked up, the tested form may be a part): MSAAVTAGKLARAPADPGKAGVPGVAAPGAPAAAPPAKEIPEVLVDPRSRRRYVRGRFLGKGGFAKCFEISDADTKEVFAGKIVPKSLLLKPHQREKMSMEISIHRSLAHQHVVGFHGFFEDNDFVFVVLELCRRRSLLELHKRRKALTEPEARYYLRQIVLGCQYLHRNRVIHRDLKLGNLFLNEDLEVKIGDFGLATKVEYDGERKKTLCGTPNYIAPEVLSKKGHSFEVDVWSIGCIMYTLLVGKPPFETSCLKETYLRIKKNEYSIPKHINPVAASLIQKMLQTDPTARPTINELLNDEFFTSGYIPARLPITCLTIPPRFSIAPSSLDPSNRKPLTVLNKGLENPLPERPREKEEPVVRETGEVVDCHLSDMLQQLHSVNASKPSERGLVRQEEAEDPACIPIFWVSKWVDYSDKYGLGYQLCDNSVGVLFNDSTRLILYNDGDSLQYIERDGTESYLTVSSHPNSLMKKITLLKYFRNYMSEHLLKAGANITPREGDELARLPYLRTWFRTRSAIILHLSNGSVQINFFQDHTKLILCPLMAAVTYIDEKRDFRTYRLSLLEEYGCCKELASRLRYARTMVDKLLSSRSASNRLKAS
IL-2 act – activates IL-2 in a cell-based reporter assay; 0.065% of 360,000 active; IL-2 activation reporter assay, cell-based qHTS; stimulated with anti-CD3/CD4/CD28 beads; in transgenic mouse T cells; activation, % (series mostly up to about 46 µM); AID 652025; in the data active means activation above about 50%; inconclusive means mostly about 30% to 49%; further: 0% is about no effect
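Readout: EGFP and DsRed signals by fluorescent plate cytometry. Unstimulated transgenic mouse T cells received compound 60 min before antibody-bead stimulation, then incubated 18 h at 37 degrees C.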
GLP1R ag – activates the human GLP-1 receptor; P43220; HEK293 GLP-1R CRE-luciferase, luminescence, 4-6 h; cells express a hypersensitive GLP-1R form; Potency, µM (titrated, usually from 45.6 µM), for the others: at the top dose activation, most hits filed as activators; 0.007% of 380,000 active; further: potency means the concentration at half of the fitted maximal effect; % of control where 0% means no effect
DRD3 agonist – agonists of human D3 dopamine receptor | D3R DiscoveRx beta-arrestin cells, luminescence, 90 min | max activation, % | 0.58% of 410,000 active; in the data active means max activation above about 30%; further: 0% is about no effect; mostly tested at two doses, the higher about 12 µM
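Agonist mode: compounds and dopamine controls were applied to plated cells for 90 min at 37 degrees C after an overnight attachment at 1500 cells/well. Luminescent read-out followed 30 - 60 minutes at room temperature with DiscoveRx detection reagent.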
WRN helicase inh – inhibitors of human WRN helicase | Potency, µM (titrated, usually from 114 µM), for the others: at the top dose activity change, negative = inhibition, most hits filed as inhibitors | 0.46% of 360,000 active | WRN helicase unwinding, fluorescent forked duplex, kinetic | Q14191 | AID 651768; further: potency means the concentration at half of the fitted maximal effect; on the % scale 0 is the no-effect control and ±100 the full control effect; nearly all actives have a fitted effect of over 55% in size
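Kinetic fluorescence helicase assay: unwinding of a quenched forked DNA duplex (100 nM final) with 2 mM ATP final raises red fluorescence (525/598 nm). Compounds sat 15 min at room temperature with 20 nM WRN beforehand.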
Active calls of the source: *; ? = inconclusive; . = no result given; & = joins results of further samples; [ ] = dose if it differs, or a comment. Unless noted, the call rests on the fitted dose curve; in most records, active means well fitted curve in the direction sought with a large enough effect; inconclusive means small, poorly fitted or top-dose-only effect, or another doubt; inactive means no such curve, though single readings can be large; an effect the other way counts as inactive or inconclusive. Not all compounds are listed, so the mix of outcomes need not match the whole.

Compound	DRD3 antagonist	PI5P4K alpha inh	HEK293 tox	GLP-1R inv ag	PLK1 PBD block	IL-2 act	GLP1R ag	DRD3 agonist	WRN helicase inh
NC(CCc1ccccc1)c1csc(NC(=O)Nc2ccccc2Oc2ccccc2)n1 (centres undefined)	15	-19	-18%	?	-1%	-1.1	-2%	5	1%
CCOP(=O)(OCC)/C(=N/OC(=O)c1ccccc1C)C(N)=O	?	5	1%	13%	?	0.3	-9%	-11	-2%
CCC(CC)C(=O)NC1CCSC1=O (centres undefined)	-4	1	-5%	-2%	-2%	-0.3	-12%	2	2%
COc1ccccc1N1C(=O)NC(=O)C(CCc2ccncc2)(CCc2ccncc2)C1=O	14	.	3%	7%	1%	-2.4	1%	14	-6%
CC(=O)O[C@@]12CO[C@@H]1C[C@@H](O)[C@@]1(C)C(=O)[C@H](O)C3=C(C)[C@@H](OC(=O)[C@H](O)[C@@H](NC(=O)c4ccccc4)c4ccccc4)C[C@@](O)([C@@H](OC(=O)c4ccccc4)C12)C3(C)C (some centres undefined)	?	-5	-32%	?	-1%	0.0	8%	3	6%
COCCOc1ccc(C(F)(F)F)cc1NC(=O)CN1C(=O)NC2(CCCc3ccccc32)C1=O (centres undefined)	-6	-2	-3%	?	-4%	-0.3	17%	-4	-4%
CCn1c(C(=O)N2CCC(C(=O)N3CCC4(CC3)OCCO4)CC2)cc2sccc21	-18	.	5%	-9%	-11%	-3.1	5%	-20	1%
C[C@@H]1CN([C@H](C)CO)C(=O)CCCn2cc(nn2)CO[C@H]1CN(C)C(=O)Oc1ccc2ccccc2c1	-7	-5	-4%	4%	-24%	-4.5	10%	-11	11%
Cc1cc(OCC(=O)NCc2ccncc2)c2c3c(c(=O)oc2c1)CCC3	2	0	-12%	20%	-11%	-0.4	-4%	2	-1%
COc1ccc(N=Cc2c(O)n(Cc3ccccc3)c(=S)[nH]c2=O)c(OC)c1	-14	-7	1%	-13%	15%	-0.2	0%	-4	-18%

Next section; the last 2 above are carried over.
Compound	DRD3 antagonist	PI5P4K alpha inh	HEK293 tox	GLP-1R inv ag	PLK1 PBD block	IL-2 act	GLP1R ag	DRD3 agonist	WRN helicase inh
Cc1cc(OCC(=O)NCc2ccncc2)c2c3c(c(=O)oc2c1)CCC3	2	0	-12%	20%	-11%	-0.4	-4%	2	-1%
COc1ccc(N=Cc2c(O)n(Cc3ccccc3)c(=S)[nH]c2=O)c(OC)c1	-14	-7	1%	-13%	15%	-0.2	0%	-4	-18%
C=C1C(=O)O[C@H]2C[C@H]1[C@@H](OC(C)=O)C/C(C)=C/CC/C(C)=C\CC[C@]2(C)O	?	2	?	7.1µM*	-13%	-0.9	-8%	-23	-7%
CCC(C)n1c(O)c(C=NCCc2ccccc2)c(=O)[nH]c1=S (centres undefined)	-17	-10	-3%	?	1%	0.2	8%	3	-6%
O=C(Nc1ccncc1)c1cccn(Cc2ccccc2)c1=O	30	12	6%	43%	-2%	-0.9	-4%	9	6%
CC12C=CC(=O)C=C1CC(O)C1C2CCC2(C)C1CCC2(C)O (centres undefined)	-23	1	-4%	8%	-2%	0.2	7%	0	2%
COC(=O)C1=C(c2cc3ccccc3o2)C[C@@H]2CC[C@H]1N2C	-20	-5	5%	-23%	4%	0.0	-1%	-26	12%
Cn1c(O)c(/C=N/N2CCOCC2)c(=O)n(C)c1=S	-20	-5	16%	20%	-3%	-4.7	-1%	9	-7%
CC(C)C(=O)Nc1ccc(N2CCN(C)CC2)c(F)c1	-26	4	17%	-9%	-16%	-0.8	3%	-3	-35%[57.1 µM]
Cc1cc(C=C(C#N)C#N)ccc1N1CCCC1	-10	2	4%	17%	-3%	-2.3	20%	-2	-24%[57.1 µM]
CSc1ccccc1C(=O)C1CCCN(Cc2ccncc2)C1 (centres undefined)	9	-3	2%	-9%	-8%	-0.6	4%	-6	-10%
COc1ccc(C(=O)CC2C(=O)N(C)C(=O)N(C)C2=O)cc1	-28	6	4%	0%	?	-3.9	-17%	2	-31%
OC1(c2ccc(Cl)cc2)CCN(Cc2c[nH]c3ccccc23)CC1	-101*	5	9%	?	-13%	2.4	-1%	-86	-2%
OC1(CN2CCOCC2)C2CC3CC(C2)CC1C3 (centres undefined)	?	2	1%	-14%	-1%	-2.5	-1%	0	6%
CCOc1ccc(-n2c(O)c(C=Nc3ccc(NC(C)=O)cc3)c(=O)[nH]c2=O)cc1	13	2	8%	5%	-11%	1.6	1%	0	-2%
CC(C)Cc1[nH]c(=O)c(C#N)c2c1CCC2	15	4	-5%	3%	-3%	-0.3	3%	0	7%
CCCCOC(=O)C1=C(N)OC2=C(C(=O)CCC2)[C@]12C(=O)N(C)c1ccccc12	-54*	2	3%	-5%	-3%	-0.1	-1%	8	-12%
Cc1ccccc1-n1c(O)c(/C=N/N2CCOCC2)c(=O)[nH]c1=S	6	6	-17%	0%	3%	-2.9	-3%	3	-13%
CCN(CC)C(=O)c1ccc(NC(=O)c2ccc3c(c2)NC(=O)CS3)cc1	6	4	-6%	-2%	-9%	-5.2	5%	-1	7%
CC(=O)N1CCC2(CC1)CC(=O)c1cc(OCC(=O)N3CCC4(CC3)OCCO4)ccc1O2	22	4	0%	10%	-1%	-0.2	-6%	-4	-3%
COC(=O)C1=C(c2cccc(OCc3ccccc3)c2)C[C@@H]2CC[C@H]1N2C(=O)NCc1ccc(C(C)(C)C)cc1	?	1	11%	?	-9%	0.1	3%	-21	4%
COc1cc(N2C(=O)CC(=O)NC2=O)cc(OC)c1OC	-26	5	3%	8%	?	-0.7	-4%	1	?
COC(=O)C1=C(c2ccc(OC(F)(F)F)cc2)C[C@@H]2CC[C@H]1N2C(=O)N1CCOCC1	43	1	0%	7%	-16%	-1.5	-2%	3	10%
Cc1ccc2nc(-c3ccccn3)c(Nc3ccccc3C)n2c1	-59*	2	?	?	-14%	-3.3	3%	-25&-28	-5%
COc1cccc(N2CCN(C(=O)CN(c3ccc(C)cc3)S(=O)(=O)c3c(C)n[nH]c3C)CC2)c1	-6	-5	?	-8%	-1%	-1.1	-5%	3	-1%
Cc1cccnc1-n1c(-c2ccco2)nc2ccccc2c1=O	5	-6	-16%	-4%	1%	0.3	8%	1	0%
Cc1cccc(-n2c(-c3ccccc3)nc3ccccc3c2=O)n1	?	1	-16%	-11%	-16%	0.1	11%	13	4%
C=CCn1c(O)c(C(C)=NCc2cccnc2)c(=O)[nH]c1=O	-28	-1	12%	24%	-10%	-1.2	4%	1	-6%
O=C(C(=O)N1CCOCC1)c1cn(Cc2c(F)cccc2Cl)c2ccccc12	1	-6	-3%	-3%	-1%	-0.5	0%	5	-3%
CN1CCN(Cc2nc3ccccc3c(=O)[nH]2)CC1	-19	.	3%	25%	-6%	-0.9	-16%	0	-4%
NS(=O)(=O)c1ccc(N=Nc2c(O)[nH]c(=S)[nH]c2=O)cc1	-25	?	1%	11%	-3%	1.5	0%	-11	-2%
C=CCOC(=O)C1C(C(=O)O)C2(Cl)C(Cl)=C(Cl)C1(Cl)C2(Cl)Cl (centres undefined)	0	-3	-14%	?	-8%	-0.1	-4%	5	1%
COc1ccc(CNCCc2ccccc2F)c(OC)c1C	-8	-1	-24%	?	3%	0.6	1%	-13	9%
OC(COCc1ccc(Cl)cc1)CN1CC=C(c2ccccc2)CC1 (centres undefined)	?	-4&-1	?	?	-18%&-8%	1.1&-3.6	1%&-1%	34*	6%&-2%
Cc1ccc2c(c1)C1CN(C)CCC1N2C(=O)Nc1cccc(C(F)(F)F)c1 (centres undefined)	-9	1	-26%	?	-5%	-2.8	-15%	-19	-6%
O=C(c1ccc(C(F)(F)F)cc1)C1CCCN(Cc2ccc(CO)o2)C1 (centres undefined)	?	10	8%	?	-12%	-0.2	-3%	-15	3%
Cn1cccc1/C=C1/C(=O)NC(=O)N(Cc2ccccc2)C1=O	-19	-66*	15%[1.53 µM]	11%	?	0.8	0%	-10	?
CSc1cccc(NP2(=O)OCC(C)([N+](=O)[O-])CO2)c1 (centres undefined)	6	4	-5%	-5%	-2%	-1.0	-7%	4	4%
CCC(C)NCCOCCOc1ccc(Cl)c2ccccc12 (centres undefined)	-56*	8	?	1.6µM*	-2%	-4.8	-2%	-14	-1%
O=P(O)(Oc1ccccc1)OC(c1ccccc1)C(F)(F)C(F)(F)F (centres undefined)	1	2	-3%	?	-17%	-1.1	-1%	-7	-5%
O=C(NC1(C(F)(F)F)Oc2ccc(Cl)cc2O1)N1CCC2(CC1)OCCO2 (centres undefined)	3	-2	-14%	5%	-1%	-2.8	-10%	-1	-3%
C=CCn1c(O)c(C(C)=NCCCO)c(=O)[nH]c1=O	6	-7	3%	3%	0%	2.7	-4%	0	9%
CCCCn1c(=O)c(C(=O)NCc2ccccc2)c(O)c2ccccc21	12	22	-2%	22%	-10%	0.0	5%	4	6%
COc1ccc(Cn2c(O)c(/C=N/NC(=O)c3ccccc3O)c(=O)[nH]c2=O)cc1	1	-11	-3%	1%	-7%	-2.1	-4%	-3	-28%
COC(=O)C1=C(c2cccc(OC)c2OC)C[C@@H]2CC[C@H]1N2C(=O)NCc1ccc(F)cc1	4	-1	?	14%	-12%	-2.1	-3%	0	9%
COC(=O)C1=C(c2ccc(OCc3ccccc3)cc2)C[C@@H]2CC[C@H]1N2C(=O)NCc1ccccc1OC	-25	8	4%	13µM*	-11%	-2.4	5%	-10	-11%
CC(C)(C)C1(CCO)C(=O)NC(=S)NC1=O	-3	-8	-5%	8%	0%	-5.5	-1%	-15	2%
Cc1cccc(NC(=O)OC2CN3CCC2CC3)c1 (centres undefined)	4	-1	25%	-25%	3%	9.6	0%	-4	1%
Cc1ccc(C)c(OCc2cc(C(=O)N3C[C@H]4C[C@@H](C3)c3cccc(=O)n3C4)no2)c1	-9	-7	2%	-17%	-10%	-0.9	-1%	-4	-7%
